RAD52 inh = RAD52 DNA annealing inhibitors, primary screen, biochemical, FRET, single point, set 2 | DNA repair protein RAD52 homolog (Homo sapiens), P43351 | recombinant RAD52 DNA annealing, FRET fluorescence | inhibition, % at 18.7 µM | hit rate 0.46% among 360,000 | AID 651710, 2012;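 active means every replicate showing at least 50% inhibition; inconclusive means mean inhibition at least 50% but not in every replicate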
RAD54 inh = inhibitors of human RAD54 branch migration, primary screen, biochemical, fluorescence, single point; AID 602329, 2012; hit rate 0.14% among 360,000; RAD54 Holliday junction branch migration, FAM/BHQ fluorescence; DNA repair and recombination protein RAD54-like (Homo sapiens), Q92698; inhibition, % at 10.4 µM;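 active means mean normalized replicate activity at least 40 and at least half of replicates scoring 40 or more; inconclusive means only one of the two criteria met; inactive means mean below 40 and under half of replicates reaching 40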;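 further: 0% = median of neutral control wells and 100% = median of positive control wells; inhibitors cause a drop in the FAM fluorescence signal; in these data hits start at about 50%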
CASP6 VEID inh = human caspase-6 inhibitors, primary screen, biochemical, VEID-R110 fluorescence, single point, set 2; P55212; purified caspase-6, Z-VEID-R110 cleavage fluorescence; inhibition, % at 12.5 µM; hit rate 0.53% among 350,000; AID 686996, 2013;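 active means mean inhibition across replicates at least about 35%, with every replicate also reaching that limit, limit read from the data; inconclusive means only one of the two criteria met; inactive means neither criterion met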;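 further: 0% = median of neutral control wells and 100% = no fluorescence left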
Target sequence (P55212 24-179 limits assumed): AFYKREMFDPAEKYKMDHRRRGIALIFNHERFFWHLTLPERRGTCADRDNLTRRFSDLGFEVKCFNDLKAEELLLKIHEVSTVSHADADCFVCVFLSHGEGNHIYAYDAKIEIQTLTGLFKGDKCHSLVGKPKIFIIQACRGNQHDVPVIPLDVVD
Target sequence (P55212 194-293 limits assumed): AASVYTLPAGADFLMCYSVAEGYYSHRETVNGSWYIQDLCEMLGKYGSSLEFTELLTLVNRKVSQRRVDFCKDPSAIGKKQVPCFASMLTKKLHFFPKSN
INS-1E GSIS act = GLuc luminescence reporter in INS-1E cells, primary screen for activators of glucose-dependent secretion of insulin; INS-1E GLuc reporter insulin secretion, 2-3 h; activation, % at 16.6 µM; hit rate 0.61% among 370,000; AID 743287, 2014;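 active means lowest replicate activation of at least 40%, so every replicate reaches that level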;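 further: 0% = median of neutral control wells and 100% = median of IBMX positive control wells; some compounds called inactive have numbers as strong as hits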
Xi reactivation = activators of inactive X chromosome reactivation, primary screen, imaging, XiGFP fibroblasts, GFP high-content imaging, set 2; XiGFP mouse fibroblasts, % GFP-positive cells imaging, 3 d; cells co-treated with 5-aza-dC sensitizer; scaled so ellipticine positive control = 100%; activation, % at 7.58 µM; hit rate 0.055% among 360,000;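 active means mean normalized replicate activation at least 10% and every replicate at or above 10%; inconclusive means only one of the two criteria met; inactive means mean below 10% and not all replicates reach 10%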;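 further: 0% = median of on-plate neutral control wells and 100% = ellipticine 6 µM median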
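System: 68-5-11 XiGFP fibroblast line | Buffer or medium: DMEM containing 5-aza-dC | Compound: Single point | Times: Compounds 3 days, fix/stain 15 min at room temperature | Benchmarks: Positive control ellipticine, 6 µM final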
DENV2 CPE = inhibitors of DENV2 cytopathic effect, primary screen, cell-based, plate reader, single concentration | DENV2-infected cells, cytopathic effect rescue | CPE inhibition, % at 9.99 µM | hit rate 1.7% among 350,000 | AID 651640, 2012; in the data active means CPE inhibition above about 20%, passing the limit was not always enough; inconclusive means no clear call, values can overlap the other calls; tested in BHK-21 cells;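 further: 0% = median of neutral control wells and 100% = median of positive control wells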
E-selectin induc = E-selectin induction in HUVECs, primary screen, imaging, HUVEC, immunofluorescence imaging, single point; activation, % at 7.58 µM; normalized: neutral wells 0, TNF-alpha wells 100; hit rate 0.37% among 260,000; AID 686992, 2013;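 active means mean E-selectin-positive cell signal at least 10% of the positive control, reached in at least 60% of replicates, without over 20% cell loss; inconclusive means no rule given, readout overlaps actives, possibly toxicity-flagged; inactive means the rest, including those meeting only one limit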;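 further: in these data hits start at about 27%; measured in HUVEC primary endothelial cells; signal is the percent of cells scored E-selectin positive by PE staining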
Target sequence (P16581 whole entry, looked up): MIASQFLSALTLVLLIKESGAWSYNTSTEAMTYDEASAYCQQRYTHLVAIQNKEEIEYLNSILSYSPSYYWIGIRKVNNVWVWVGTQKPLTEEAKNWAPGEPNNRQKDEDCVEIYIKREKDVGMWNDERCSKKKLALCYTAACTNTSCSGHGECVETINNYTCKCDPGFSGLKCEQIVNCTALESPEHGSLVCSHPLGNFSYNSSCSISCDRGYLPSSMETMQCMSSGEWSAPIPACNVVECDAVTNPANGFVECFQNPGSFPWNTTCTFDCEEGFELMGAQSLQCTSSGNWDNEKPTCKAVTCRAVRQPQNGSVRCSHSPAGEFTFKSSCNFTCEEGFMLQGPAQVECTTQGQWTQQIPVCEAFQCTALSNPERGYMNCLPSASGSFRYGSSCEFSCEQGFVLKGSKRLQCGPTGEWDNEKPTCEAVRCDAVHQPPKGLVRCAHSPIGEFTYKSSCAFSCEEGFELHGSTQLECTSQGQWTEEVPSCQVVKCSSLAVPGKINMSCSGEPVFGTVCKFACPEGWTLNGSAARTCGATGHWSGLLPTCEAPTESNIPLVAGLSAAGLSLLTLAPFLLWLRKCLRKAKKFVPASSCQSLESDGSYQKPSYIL
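Read-out: % PE-positive cells | Test system: HUVEC | Doses: One compound dose added by pin transfer | Buffer or medium: EGM-2 over gelatin coat | Signal: Immunofluorescence imaging | Benchmarks: TNF-alpha, DMSO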
CFTR F508del cor = F508del CFTR correction, initial screen, CFBE line, single point | CFBE cells, YFP halide quenching; stimulated with forskolin plus potentiator P3; % fluorescence drop versus neutral controls | activity (quench increase), % at 7.58 µM | hit rate 0.36% among 350,000;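 active means mean added fluorescence quench of at least 8% versus neutral control, with both replicates also reaching 8%; inconclusive means only one of the mean or replicate conditions met; inactive means mean below 8% and not both replicates reaching 8%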;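 further: cells transiently co-express mutant CFTR-F508del with the halide-sensitive YFP; corrector assay measuring rescue of mutant channel to the surface after 24 h compound exposure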
Active calls of the source: *; ? = inconclusive; . = no result given; & = joins results of further samples.

SMILES | RAD52 inh | RAD54 inh | CASP6 VEID inh | INS-1E GSIS act | Xi reactivation | DENV2 CPE | E-selectin induc | CFTR F508del cor
CCC(=O)Nc1c(C(=O)N2CCN(c3ccccn3)CC2)cnn1-c1ccc(C)cc1 | -10 | . | 7 | -10 | 0.0 | -1 | . | -3.1
O=C(CSc1nc2ccccc2c(=O)n1-c1ccc(F)cc1)NCc1ccco1 | -22 | -5 | 10 | -35 | . | -4 | . | -2.0
Cc1ccc(C)c(N2CCN(C(=O)c3ccc(Cl)c(NC4=NC5CS(=O)(=O)CC5S4)c3)CC2)c1 (configuration not stated) | -23 | 0 | 0 | 4 | 0.1 | 28* | -0.5 | -1.3
CC(C)(C)c1nc2ccc(Cl)cn2c1CC1CCCCC1 | -18 | 6 | 2 | 53* | 0.0 | 1 | 0.0 | 1.2
C=CCNc1c2c(nc3nnnn13)CCCC2 | -5 | . | -6 | 17 | 0.1 | 2 | 0.6 | -1.7
C[C@H](CO)N1C[C@H](C)[C@H](CN(C)C(=O)Nc2cccc3ccccc23)OCCCC[C@H](C)Oc2ccc(NC(=O)c3ccncc3)cc2C1=O | -17 | -12 | 0 | 5 | -0.2 | 1 | 0.8 | 2.6
O=C1C(Cc2ccccc2)Nc2ncnc(N3CCN(c4ccccc4)CC3)c2N1Cc1ccc(Br)cc1 (configuration not stated) | -23 | 2&-5 | 6 | -20 | 0.0 | -16 | 1.0 | 3.8
Cc1ccc(C(=O)Nc2ccc(-c3csc(C)n3)cc2)cc1 | -15 | . | 0 | 30 | 0.3 | . | 3.5 | 1.7
Cn1c(SCC(=O)Nc2ccc(F)cc2)nnc1C1CC1 | -5 | -7 | 0 | 9 | 0.2 | 3 | . | -0.2
CCCN(C)C[C@H]1Oc2cc(-c3ccc(C#N)cc3)ccc2S(=O)(=O)N([C@@H](C)CO)C[C@H]1C | 1 | 4 | -1 | -5 | -0.2 | 0 | -0.7 | 0.7
Cc1ccc(NC(=O)N2CCCc3ccccc32)cc1 | -17 | . | 0 | -21 | -0.1 | -1 | . | 3.4
O=C(Nc1cc(Cl)ccc1-n1cncn1)c1ccccc1OC(F)F | -8 | -1 | 4 | 2 | -0.1 | ? | 0.5 | 1.7
N#Cc1cccc(-c2ccc([C@H]3[C@H](CO)N4CCCCN(S(=O)(=O)c5ccccc5)C[C@@H]34)cc2)c1 | 18 | -4 | -2 | -11 | 0.0 | 17 | 0.0 | 3.4
COCCCNC(=O)c1ccc(S(=O)(=O)c2ccc(C)cc2)c(NC(C)=O)c1 | 0 | 0 | -3 | -2 | 0.0 | 1 | 0.2 | 0.2
Cc1ccc(N2CC(C(=O)NCCS(=O)(=O)N3CCN(c4ccc(F)cc4)CC3)CC2=O)cc1 (configuration not stated) | -2 | -2 | 1 | 20 | 0.1 | -3 | . | 1.2
O=C(O)C[C@@H]1CC[C@H](NC(=O)Nc2cc(F)ccc2F)[C@@H](CO)O1 | 2 | -6 | 3 | -7 | 0.2 | 4 | -0.3 | -0.1
O=C(Nc1cccc(Cl)c1Cl)Nn1cnnc1 | -14 | -11 | -3 | -4 | 0.0 | 1 | 0.4 | 1.5
COc1cccc(-n2c(=O)[nH]cc(C(=O)Nc3ccc(NC(C)=O)cc3)c2=O)c1 | -7 | -3 | 1 | -5 | 0.0 | -2 | -1.2 | 0.1
CC(=O)NC(c1cccs1)c1cc(Br)c2cccnc2c1O (configuration not stated) | -16 | 12 | 0 | 7 | 0.3 | 3 | -0.1 | 0.9
O=C(NN1C(=O)C2C3C=CC(O3)C2C1=O)c1cccc(O)c1 (configuration not stated) | 5 | . | 2 | 3 | 0.2 | 4 | . | 0.6
COc1ccc2ccccc2c1/C=N/NC(=O)c1sc(N)c(C#N)c1C | -25 | 11 | -1 | -1 | 0.7 | -7 | -2.0 | -2.0
N=c1c2c(ncn1CCCO)Oc1ccc3ccccc3c1C2c1ccccc1 (configuration not stated) | 1 | 4 | -3 | -32 | -0.2 | 17 | -0.3 | 2.3
C=CCN(c1ccccc1)S(=O)(=O)c1cccc(C(=O)N(CC)CC(=O)Nc2c(F)cccc2F)c1 | -6 | -9 | 1 | -10 | 0.5 | 4 | . | -3.4
CC(CN(C)Cc1ccccc1)OC(=O)c1ccc(F)cc1 (configuration not stated) | -11 | . | 16 | . | -0.5 | 12 | 5.3 | .
CC(=O)N(C(C)=O)c1ccc(Oc2ccc(Oc3ccc(N(C(C)=O)C(C)=O)cc3)cc2)cc1 | -12 | 5 | 0 | -35 | 0.0 | 0 | 1.4 | -0.3
CN1CCN(c2ccc(NC(=O)c3ccc(Br)o3)cc2)CC1 | 13 | -1 | -18 | 2 | 0.0 | -5 | -0.4 | 0.9
Cc1ccc(S(=O)(=O)Nc2ccc3c(c2)C(=O)N([C@@H](C)CO)C[C@H](C)[C@H](CN(C)C(=O)NC2CCCCC2)OCCCC[C@@H](C)O3)cc1 | 23 | -10 | 2 | -17 | 0.1 | 3 | -0.1 | 0.6
C[C@H](CO)N1C[C@H](C)[C@H](CN(C)Cc2ccc(F)cc2)OCc2ccccc2-c2ccccc2C1=O | 5 | 2 | 0 | 2 | -0.2 | -5 | -0.3 | -2.1
CC1CC(C)CN(CCCNC(=O)c2cn(C)c3ccc(S(=O)(=O)N4CCCC4)cc3c2=O)C1 (configuration not stated) | -5 | -11 | -1 | 15 | -0.1 | 1 | 3.6 | 0.3
COC(=O)C1=C(C)N(Cc2ccccc2)C(=NCC2CC2)N[C@H]1c1ccccc1 | -17 | -3 | -1 | -14 | 0.0 | -11 | 0.2 | 0.2
CCN(C(=O)CSc1nc(C)nc2sc3c(c12)CCC3)C1CCS(=O)(=O)C1 (configuration not stated) | -8 | 10 | 0 | . | 0.2 | -7 | 1.2 | -0.3
CC(=O)NC1(c2ccccc2)CCN(c2cc(C)nc(-c3ccccc3)n2)CC1 | -7 | -2 | -1 | 22 | 0.2 | -8 | . | 0.3
S=c1[nH]nc(COc2ccc(Cl)cc2Cl)n1-c1ccccc1 | 0 | 8 | 3 | . | 0.1 | 2 | 1.9 | -1.7
O=C(O)C[C@H]1CC[C@@H]2[C@H](COC[C@@H](O)CN2S(=O)(=O)c2ccc(Oc3ccccc3)cc2)O1 | -16 | -9 | 10 | 3 | 0.2 | -6 | 0.1 | -0.9
COc1ccc(NC(=O)N(C)C[C@@H]2OCCCC[C@H](C)Oc3ccc(NC(=O)Nc4ccc(C(F)(F)F)cc4)cc3C(=O)N([C@H](C)CO)C[C@@H]2C)cc1 | 11 | -4 | 0 | 2 | 0.4 | 0 | 0.5 | -0.9
O=C(NCCCN1CCN(Cc2ccccc2)CC1)C1CCN(S(=O)(=O)N2CCC3(CC2)OCCO3)CC1 | -11 | . | -8 | 14 | -0.1 | -8 | . | 0.3
C[C@H](CO)N1C[C@H](C)[C@H](CN(C)S(=O)(=O)c2ccccc2)Oc2c(NS(=O)(=O)c3ccc(F)cc3)cccc2C1=O | -6 | 1 | . | -8 | 0.3 | -3 | -0.2 | -0.5
CCOC(=O)C(NCc1ccc(OC)cc1)(NC(C)=O)C(F)(F)F (configuration not stated) | -16 | 0 | 5 | -12 | 0.3 | 0 | -0.9 | .
CCOC(=O)C1=C(C)NC(=O)NC1c1ccc(OC)c(Cl)c1 (configuration not stated) | -22 | 0 | 0 | 4 | . | . | . | 0.8
OCC1(Cc2ccc(F)cc2F)CCCN(Cc2ccc(Cl)cc2)C1 (configuration not stated) | -33 | -2 | 3 | -1 | 0.0 | -6 | . | 3.1
C[C@H](CO)N1C[C@H](C)[C@@H](CN(C)C(=O)CCC(F)(F)F)OCCCC[C@H](C)Oc2ccc(NC(=O)Nc3ccccc3)cc2C1=O | 7 | -5 | -1 | -11 | 0.1 | 2 | -0.2 | -0.4
CC1CCCN(C(=O)c2cc(S(=O)(=O)N3CCCCC3)c[nH]2)C1 (configuration not stated) | -3 | 5 | 0 | 4 | 0.2 | -1 | 0.3 | 1.2
FC(F)(F)C1=Nc2cccc3cccc(c23)N1 | -11 | . | 0 | 1 | 0.1 | ? | . | 0.2
Cn1c(=O)c2c(nc3n2CCS3)n(C)c1=O | -3 | 9 | 1 | 2 | 0.1 | . | -0.4 | -1.9
Cc1noc(C)c1NC(=O)Nc1cccc2c1O[C@@H](CN(C)C(=O)Nc1ccc3c(c1)OCO3)[C@H](C)CN([C@H](C)CO)C2=O | 1 | 3 | -1 | 8 | -0.6 | 1 | 0.0 | -1.1
COc1ccc(-c2ccc3c(N)c(C(=O)NC(C)C)sc3n2)cc1OC | 3 | 7 | 2 | . | 0.0 | -2 | 0.3 | 0.1
COC(=O)c1ccc2c(=O)[nH]c(CCl)nc2c1 | -10 | 8 | -1 | 2 | -0.1 | . | 0.5 | -1.9
C[C@@H]1CN([C@@H](C)CO)C(=O)Cc2cc(NC(=O)NC3CCCCC3)ccc2O[C@H]1CN(C)Cc1ccc(Cl)c(Cl)c1 | 15 | 1 | 1 | -9 | 0.5 | -8 | -3.7 | -3.3
O=C(CN1CCOCC1)Nc1ccc(Cl)c(Cl)c1 | -1 | 17 | -4 | 10 | . | . | . | .
CNS(=O)(=O)c1ccc(NC(=O)C2CC(=O)N(c3ccc(Cl)cc3)C2)cc1 (configuration not stated) | -6 | -3 | 7 | -11 | 0.0 | -6 | 36* | -0.3
C[C@H](CO)N1C[C@H](C)[C@@H](CN(C)C(=O)Nc2ccccc2)Oc2ccc(NC(=O)Nc3ccc4c(c3)OCO4)cc2CC1=O | . | 4 | . | -3 | 0.3 | -3 | -0.4 | 0.4
CCOC(=O)/C(=N/Nc1ccc(OC)cc1)Sc1nnc(CCc2ccccc2)n1-c1ccccc1 | -9 | . | 3 | -8 | 0.3 | 0 | . | .
CCCCc1cc(=O)oc2cc(OCC(=O)NCCN3CCOCC3)ccc12 | -6 | 2 | 4 | 3 | 0.0 | ? | 3.9 | 2.7
COCCn1c(C)cc(/C=C(\C#N)C(=O)OCC(=O)N(C)c2c(N)n(Cc3ccccc3)c(=O)[nH]c2=O)c1C | -29 | 4 | 5 | -3 | 0.0 | -7 | 0.1 | -2.2
C[C@H]1CN([C@@H](C)CO)S(=O)(=O)c2ccc(C#Cc3ccncc3)cc2O[C@H]1CN(C)C | -3 | 17 | 0 | 24 | -1.0 | 19 | -0.5 | -5.7
C[C@@H]1CN([C@H](C)CO)S(=O)(=O)c2ccc(-c3cncnc3)cc2O[C@H]1CN(C)C(=O)CN(C)C | 0 | -4 | 0 | 17 | -0.9 | 3 | -0.2 | 1.7
